# Bioassay records deposited in PubChem by several laboratories.
# WT yeast gro inh: growth inhibition of WT yeast, mitochondrial fusion screen | inhibition, % at 10 µM | mitochondrial fusion phenotypic screen, WT strain | hit rate 2.1% among 190,000; in the data active means inhibition above about 58%; tested in S. cerevisiae
# Autophagy mod: modulators of autophagy. calls only at 10 µM (by protocol). MEF GFP-LC3 puncta imaging; test concentration mostly 10 µM. hit rate 0.98% among 190,000. AID 463193;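 active means percentage of spot-positive cells more than 3 SD above its plate mean, without a fluorescence outlier flag or 80% toxicity; inconclusive means no clear call, values can overlap the other calls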;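 further: spot-positive cell cutoff set from DMSO-treated cells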
# MT stabilize HCS: microtubule stabilization, imaging screen | HeLa tubulin immunostaining HCS, 24 h; share of cells brighter than vehicle mean+2SD | % tubulin-high responders, % at 10 µM | hit rate 0.83% among 200,000 | AID 2205;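 active means plate Z-score above 3 for both tubulin-high and condensed-nucleus cell shares, with cell loss under 80%, at 10 µM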;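 further: anti alpha tubulin signal scored within the nucleus-defined area of each cell; some results filed as inactive read as strong as hits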
# Dynein cargo inh: dynein cargo transport inhibition; z-score, hits read low; AID 1381; hit rate 0.47% among 220,000; 3617.4 mouse cells, GR-EGFP nuclear translocation imaging; test concentration mostly 20 µM; stimulated with dexamethasone, 1 µM; stronger effect = lower value;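 active means plate z-score of nuclear minus cytoplasmic receptor signal below a set negative limit, without overly bright fluorescence or cell loss, cut at about -3.5 in these data, passing the limit was not always enough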;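 further: z-score of nuclear minus cytoplasmic ring GR-EGFP intensity difference per well; some compounds called inactive have numbers as strong as hits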
#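 Buffer or medium: tet-free, stripped-serum medium; Also added: dexamethasone, 1.0 µM final; Technique: high-content fluorescence imaging after fixation; Times: 48 h induction, 1 h compound, 30 min dex at 37 °C; Read-out: per-cell GR-EGFP intensity, nucleus versus surrounding cytoplasmic ring, well-averaged.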
# HIV fusion peptide: cell-free HIV fusion peptide-binding blockers – biochemical, uHTS, fluorescence dequenching, primary screen (AID 1986); inhibition, % at 20 µM; hits with a dose series show IC50 in µM; hit rate 0.3% among 290,000; cell-free peptide binding, fluorescence dequenching, 30 min; higher % means a stronger effect; in the data active means inhibition mostly above about 52%, no sharp cut-off; inactive means mostly below about 76%; further: some results filed as inactive read as strong as hits
# AID2073: disruptors of CaV2.2 binding to Mint1 – biochemical, HTRF (AID 2073) | HTRF protein-protein interaction, Mint1-CaV2.2; higher % means a stronger effect | one-dose inhibition, % at 20 µM; IC50 in µM for titrated hits | hit rate 0.19% among 290,000; in the data active means inhibition mostly above about 51%, no sharp cut-off; inconclusive means no clear call, values can overlap the other calls; inactive means mostly below about 53%; further: some results filed as inactive read as strong as hits
# b-catenin transl: modulators of beta-catenin nuclear translocation; HeLa beta-catenin nuclear translocation, immunofluorescence imaging; nuclear translocation activity, % at 5 µM; hit rate 0.3% among 190,000;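 active means nuclear translocation activity above 50% at 5 µM, with a well cell count of 50 or more; inconclusive means wells under 50 cells across six images, flagged as toxic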;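 further: per-cell ratio of nuclear to cytoplasmic median beta-catenin stain intensity; plate controls were DMSO negative control for no effect and GSK-3 inhibitor IX positive control for full effect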
#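 Signal – beta-catenin immunofluorescence imaging with DAPI · Test system – human HeLa cell line · Dosing – 5 µM primary single dose, 0.1% DMSO, 0.02–20 µM confirmation series · Measure – % activation, nuclear-to-cytoplasmic median beta-catenin signal ratio per cell · Incubation – 24 h compound exposure at 37°C, 5% CO2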
# Yfh1-depleted yeast: mitochondrial function rescue without frataxin homolog – Friedreich's ataxia, plus single-dose screen, dose response (AID 1465); S. cerevisiae Yfh1-off respiration, WST-1 reduction, 72 h; higher fold induction means a stronger effect; one-dose fold induction at 50 µM; EC50 in µM for titrated hits; hit rate 0.074% among 220,000;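 active means fold induction of absorbance versus untreated yeast above a set limit, then at least 30% activation at any dose in follow-up; inconclusive means repeats straddling the limit, or above it without dose testing; inactive means fold induction below the set limit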;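 further: activators that raise dye reduction in frataxin-depleted yeast; strong numbers were not always called active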
# Ins promoter up: MIN6 insulin promoter up-regulation | MIN6 insulin promoter-GFP reporter, high-content imaging; stronger effect = higher value | AID 1625 | hit rate 0.3% among 190,000 | z-score at 5 µM;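 active means z-score above 3 at 5 µM with at least 500 cells counted in the well; inconclusive means wells under 500 cells, flagged as cytotoxic or low count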
# WT yeast gro inh mutant strain: second read-out of WT yeast gro inh, no call of its own (marks repeat the call); inhibition, %; mitochondrial fusion phenotypic screen, mutant strain inhibition
# Dynein cargo inh cytoplasmic EGFP: second read-out of Dynein cargo inh, no call of its own (marks repeat the call); z-score; measured here: cytoplasmic GR-EGFP intensity; stronger effect = higher value
# Dynein cargo inh nuclear GR-EGFP: also measured in Dynein cargo inh; calls as there; z-score; measured here: nuclear GR-EGFP intensity;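 lower value marks the stronger effect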
# Dynein cargo inh cell count: further read-out of Dynein cargo inh, marked with its call; z-score; measured here: cell count per field
# Ins promoter up cell count: also measured in Ins promoter up; calls as there; cell count; measured here: cytotoxicity, nuclei count;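 total cells summed across four imaged fields per well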
# b-catenin transl cell count 5 µM: recorded beside b-catenin transl, whose call it bears; cell count; measured here: cell count, cytotoxicity flag
# MT stabilize HCS Hoechst-high %: also measured in MT stabilize HCS; calls as there; % Hoechst-high responders; measured here: nuclear condensation Hoechst responders;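 share of cells brighter than vehicle mean plus two SD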
# MT stabilize HCS cytotoxicity %: second read-out of MT stabilize HCS, no call of its own (marks repeat the call); toxicity, %; measured here: cytotoxicity by cell density;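 0% = mean cell density of plate MIN control wells and 100% = no cells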
# Autophagy mod cell loss 18 h: also measured in Autophagy mod; calls as there; toxicity, %; measured here: cell loss, nuclei count;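 cell loss after 18 h compound exposure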
# Active calls of the source: *; i = inactive; ? = inconclusive; nt = not tested or not shown; + = active, no number.
SMILES,WT yeast gro inh,WT yeast gro inh mutant strain,Autophagy mod,Autophagy mod cell loss 18 h,MT stabilize HCS,MT stabilize HCS Hoechst-high %,MT stabilize HCS cytotoxicity %,Dynein cargo inh,Dynein cargo inh cytoplasmic EGFP,Dynein cargo inh nuclear GR-EGFP,Dynein cargo inh cell count,HIV fusion peptide,AID2073,b-catenin transl,b-catenin transl cell count 5 µM,Yfh1-depleted yeast,Ins promoter up,Ins promoter up cell count
COc1ccc(NC(=O)C2OC3OC(C)(C)OC3C3OC(C)(C)OC23)cc1 (stereo not drawn),-1,-10,i,9,1.4,1.8,5.7,-0.35,-0.37,-0.0055,0.21,-1.7%,13%,-1.3,1112,i,-0.41,1368
COc1ccc2c(c1)O[C@@H](c1cccc(C(F)(F)F)c1)[C@H](OC(=O)NCCc1ccc(OC)c(OC)c1)C2=O,-9,1,i,-9,2.3,2.6,7.9,0.4,-0.31,0.57,0.38,-1.8%,16%,nt,nt,nt,0.03,1274
O=C(NC(=S)Nn1cnnc1)c1cccc(Br)c1,-11,-25,i,5,4.0,2.6,6.0,-0.64,-0.23,-0.5,0.023,-0.6%,-10%,-2.3,504,i,0.02,1104
Cc1cccc(NC(=O)CN(C)S(=O)(=O)c2ccc(Br)cc2)n1,-10,1,i,-14,2.3,1.7,3.9,-1.5,0.2,-0.68,0.75,-0.8%,-11%,nt,nt,i,nt,nt
CCCCN(CCCC)C(=O)c1cc(Cl)ccc1[N+](=O)[O-],-7,9,i,20,2.0,1.3,4.9,0.3,-0.25,0.23,-0.24,-0.3%,4%,-0.2,1021,i,-0.06,1424
COc1ccc(OC)c(Nc2nc(-c3ccc(O)c(O)c3)cs2)c1,-1,3,i,-1,34*,34*,37*,-2.4,1,-0.34,0.69,19%,-8%,2.2,906,i,-0.83,1201
O=[N+]([O-])c1cc(/C=N/O)ccc1Oc1ccccc1Cl,35,25,i,15,6.0,3.0,0.4,0.8,0.002,0.31,0.53,-2.1%,0%,4.9,1104,i,-0.09,1452
O=C(NC(=O)c1ccccc1)OCC1CCCN2CCCCC12 (stereo not drawn),-3,0,i,7,3.3,4.1,7.9,-0.67,-0.26,-0.13,0.92,-2.6%,-7%,nt,nt,i,-0.93,901
CC(C)N(Cc1ccccc1)CC(O)COc1ccc(S(=O)(=O)N2CCOCC2)cc1Cl (stereo not drawn),-21,16,i,4,7.0,2.7,8.2,-0.89,-0.054,-0.064,1.4,0.6%,-7%,-1.8,1109,i,-0.15,1401
CC(C)N(Cc1nc(-c2ccc(Cl)cc2)no1)C(=O)c1cccs1,-2,18,i,-6,4.9,2.6,9.0,0.42,-0.14,0.49,-0.56,-1.8%,18%,nt,nt,i,nt,nt
COc1ccccc1CNC(=O)C1CCC(CNc2c(N3CCCCC3)c(=O)c2=O)CC1 (stereo not drawn),nt,nt,nt,nt,nt,nt,nt,0.054,-0.19,0.43,0.066,-1.0%,-6%,1.0,1256,i,-0.02,1134
O=C(Nc1nc(-c2ccccn2)cs1)C1CC(=O)N(c2ccc3c(c2)OCCO3)C1 (stereo not drawn),-4,1,i,11,3.9,3.0,4.0,-0.65,-0.32,-0.57,0.4,8.9%,29%,0.4,913,i,0.21,1112
Cc1ccc2oc(=O)cc(CN3CCN(C/C=C/c4ccccc4)CC3)c2c1,nt,nt,nt,nt,nt,nt,nt,0.35,-0.28,-0.06,0.37,0.9%,-6%,-0.6,1289,i,-0.39,1365
CN(C)C(CNC(=S)Nc1ccccc1)c1cccnc1 (stereo not drawn),-9,-6,i,-2,2.6,2.8,3.5,-1,-0.23,-0.71,0.076,0.0%,-7%,-1.4,1133,i,-0.55,1468
O=C(NCC(c1cccnc1)N1CCN(c2ccc(F)cc2)CC1)c1ccc(F)cc1 (stereo not drawn),13,21,i,4,2.7,1.8,6.8,-0.29,0.88,0.36,0.83,-1.5%,-4%,nt,nt,i,-0.12,1263
COc1cc(C(=O)NCc2nnc(SCC(=O)N3CCC(C)CC3)o2)cc(OC)c1OC,19,-6,i,-5,1.9,0.6,3.8,0.37,-0.25,0.83,0.74,-1.8%,1%,-0.3,1233,i,-0.08,848
CCOc1ccc2nc(NC(=O)CSC3=NCCS3)sc2c1,3,8,i,-14,5.3,1.7,5.3,0.37,-0.19,0.38,0.16,42%,-7%,-4.6,1023,i,0.02,1206
CCOC(=O)c1ccc(NC(=S)NC2CCCC2)cc1,23,9,i,-2,2.2,2.3,11,0.94,-0.18,0.55,-1.9,-2.4%,7%,0.8,543,i,-0.14,1320
C=CCn1c(CSCc2ccccc2)nnc1SCC(=O)N1CCN(c2ccccc2)CC1,2,5,i,-1,4.1,1.4,13,0.34,-0.26,0.32,-0.11,-1.6%,-10%,3.3,998,i,2.1,1574
COc1ccccc1-c1nn2c(=O)cc(C)nc2s1,-3,8,i,33,2.2,1.7,6.1,-1.1,0.096,-0.42,0.84,-1.2%,0%,-2.1,1066,nt,0.8,912
CC(C)c1ccc(/C=N/Nc2cc(N3CCOCC3)nc(N3CCOCC3)n2)cc1,28,14,i,9,2.6,2.2,9.6,-0.031,-0.31,-0.4,0.18,-2.8%,-8%,-2.8,991,i,-0.29,1217
Cc1cc(C)cc(C(=O)Nc2ccc(N3CCCC3)cc2)c1,20,12,i,-34,2.2,2.1,4.9,-0.59,-0.24,-0.19,0.14,-3.7%,26%,1.9,923,i,0.23,1545
O=C(COC(=O)c1cccnc1Cl)c1ccc(Cl)cc1Cl,11,17,i,10,2.0,1.8,6.9,0.21,0.048,1.1,-0.21,3.2%,16%,0.0,1343,i,-0.09,1511
CCCn1nc(C(=O)OCC(=O)c2ccccc2)c2ccccc2c1=O,-13,6,i,-8,2.0,2.4,7.6,-0.056,-0.34,0.25,-0.43,0.3%,7%,-3.7,1087,i,0.55,1218
Cc1ccccc1Nc1cc(C)c2c(O)cccc2n1,58*,41*,i,-20,2.4,2.5,12,0.015,-0.18,0.94,-0.14,-5.1%,8%,-0.7,523,nt,-2,722
COc1ccccc1/C=C/C(=O)c1ccc(NC(C)=O)cc1,23,-12,i,9,4.5,2.6,3.1,0.61,-0.15,0.81,-1.9,5.3%,?,43,355,i,-0.14,1233
O=C(CCc1ccccc1)NNC(=O)COc1ccccc1,-13,-34,i,16,3.0,2.2,9.1,-1.5,-0.13,-0.13,1.7,-3.2%,9%,-0.4,1421,i,1.8,1517
Cc1ccc(S(=O)(=O)NCc2ccc(C(=O)N3CCN(Cc4ccccc4)CC3)cc2)cc1,12,-7,i,34,1.5,1.1,8.4,0.12,-0.36,0.21,0.46,-0.1%,-2%,nt,nt,i,-0.12,807
CN(c1ccccc1C(=O)N1CCN(Cc2ccc3c(c2)OCO3)CC1)S(C)(=O)=O,-1,17,i,6,2.4,3.2,4.1,-0.7,-0.36,-0.57,0.83,0.8%,24%,-1.1,681,i,nt,nt
CN(C)c1ccc(/C=C(/C#N)C(=O)NCc2ccccc2)o1,-4,22,+,11*,3.5,3.0,7.7,1.6,4.1,2.2,0.93,134%,-10%,-1.4,1013,i,16*,1150*
Cc1ccccc1NC(=O)Cn1c(O)c(N=NC(=O)c2ccccc2O)c2ccccc21,0,-4,i,-40,7.2,0.7,6.8,-0.37,-0.2,-0.23,-0.23,-10%,54%,-0.1,924,i,nt,nt
O=C(O)C12C[C@H]3C[C@@H](C1)CC(n1ncc(N4CCN(c5ccccc5)CC4)c(Cl)c1=O)(C3)C2,-4,10,i,5,2.5,1.6,6.2,-0.45,-0.24,-0.18,0.56,-1.3%,-3%,-1.0,1091,i,0.77,1416
CCn1cc(CN2CCN(Cc3ccc(C)o3)C(CCO)C2)c2ccccc21 (stereo not drawn),20,5,i,7,3.4,0.6,3.6,1.4,0.085,1.5,-1.3,-0.5%,0%,0.4,1033,i,0.01,1478
COc1ccc(-c2nnc(N(C)C(=O)C3CCOC3)s2)cc1 (stereo not drawn),-13,-4,i,-11,2.7,2.1,1.2,0.43,-0.23,0.67,-0.87,nt,nt,nt,nt,i,nt,nt
CCNC(=O)NC(=O)COC(=O)CCCSc1nc2ccccc2s1,-6,16,i,-4,4.9,2.8,0.6,-0.05,-0.27,-0.23,-0.13,1.0%,-5%,-0.8,569,i,0.06,1377
CCN1CC2=C(OC(N)=C(C#N)C2c2cccs2)/C(=C\c2cccs2)C1 (stereo not drawn),20,22,i,-7,1.1,1.5,18,-0.83,2.1,-0.17,-0.32,0.6%,6%,nt,nt,i,0.68,880
c1ccc(C2[C@H]3CN(Cc4cccnc4)[C@H](c4ccccc4)C34CC2(c2ccccc2)C4)cc1 (stereo partly drawn),nt,nt,nt,nt,nt,nt,nt,-1.3,-0.78,-0.64,0.92,0.7%,9%,2.4,1380,i,0.72,1045
